Screening results deposited in PubChem by several laboratories.
MBD2 DNA inh = inhibitors of human MBD2 binding to methylated oligonucleotide | TR-FRET | inhibition, % at 4.4 µM | hit rate 0.31% among 370,000 | AID 686964; in the data active = inhibition above about 13%
Target sequence (Q9UBB5 whole entry, looked up): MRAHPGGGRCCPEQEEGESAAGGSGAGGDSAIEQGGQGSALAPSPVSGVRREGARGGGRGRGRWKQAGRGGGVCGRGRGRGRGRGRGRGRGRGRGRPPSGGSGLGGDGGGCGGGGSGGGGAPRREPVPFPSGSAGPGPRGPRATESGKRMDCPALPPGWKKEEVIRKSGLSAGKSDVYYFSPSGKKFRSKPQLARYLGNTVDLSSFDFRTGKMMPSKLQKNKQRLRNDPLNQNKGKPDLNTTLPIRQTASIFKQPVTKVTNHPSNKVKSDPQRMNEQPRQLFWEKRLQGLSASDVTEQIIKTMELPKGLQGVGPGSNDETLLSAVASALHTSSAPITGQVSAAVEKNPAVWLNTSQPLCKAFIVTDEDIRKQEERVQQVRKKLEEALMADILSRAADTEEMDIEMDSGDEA
rCAG RNA binder = binds r(CAG) RNA repeats; r(CAG) RNA repeat, TO-PRO-1 dye displacement fluorescence; inhibition, % at 3 µM; hit rate 1.3% among 370,000;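 active = inhibition above the plate cutoff, the mean of all test compounds on that plate plus 3 SD, cut at about 35% in these data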;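 note: 0% = DMSO alone and 100% = 100 µM mitoxantrone as full dye displacement; higher means more dye released from RNA so lower well fluorescence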
HTRA1 inh = blocks human HTRA1 serine peptidase; Q92743; recombinant HTRA1, FP-rhodamine activity-based probe, fluorescence polarization; inhibition, % at 5.96 µM; hit rate 0.5% among 340,000; AID 504803; in the data active = inhibition above about 36%;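 note: 0% = enzyme with DMSO and 100% = wells lacking enzyme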
SIAE primary = inhibitors of human sialic acid acetylesterase SIAE. Q9HAT2. SIAE FP-Rh probe binding, fluorescence polarization. inhibition, % at 9.66 µM. hit rate 0.69% among 370,000. AID 1053197;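 active = inhibition above a cutoff: mean of compounds within the control limits plus 3 SD of those, cut at about 17% in these data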;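 note: 0% = plate median of compound wells and 100% = probe without SIAE protein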
NPR2 activator = GC-B (human) receptor activation. P20594. AID 1920062. hit rate 0.11% among 370,000. activation, % at 10 µM. HEK293-GC-B cells, CNP EC30, cGMP TR-FRET; 0% at EC30 CNP, 100% saturating CNP;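 active = activation at 10 µM reaching about 35% in either raw or pattern-adjusted values, limit read from the data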
mABHD4 FP = ABHD4 (mouse) inhibition, primary FP screen; Q8VD66; AID 720543; purified mABHD4, FP-Rh probe fluorescence polarization; inhibition, % at 8.92 µM; hit rate 0.54% among 370,000;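 active = inhibition exceeding the mean over every tested compound plus 3 SD, cut at about 30% in these data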;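 note: 0% = plate median of compound wells and 100% = S159A mutant with DMSO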
Target sequence (Q8VD66 whole entry, looked up): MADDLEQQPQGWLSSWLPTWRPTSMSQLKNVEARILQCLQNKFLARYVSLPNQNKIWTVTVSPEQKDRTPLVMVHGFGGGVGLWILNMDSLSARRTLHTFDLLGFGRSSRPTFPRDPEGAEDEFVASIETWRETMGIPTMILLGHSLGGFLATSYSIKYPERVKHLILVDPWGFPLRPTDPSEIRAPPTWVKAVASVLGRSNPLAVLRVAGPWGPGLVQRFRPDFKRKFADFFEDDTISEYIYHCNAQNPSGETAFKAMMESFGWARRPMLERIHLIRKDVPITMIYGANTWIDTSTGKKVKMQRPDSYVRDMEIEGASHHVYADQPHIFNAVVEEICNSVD
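Doses – 8.92 µM, single dose · Material – wild-type mouse ABHD4 protein · Replication – single well per compound (singlicate) · Measure – percent inhibition of probe binding, normalized to plate controls · Schedule – 45 min compound pre-incubation plus 60 min probe step, 25 °C · Detection – fluorescence polarization with parallel and perpendicular emission, 525/598 nm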
PRMT1 inh = blocks human protein arginine methyltransferase 1 | Q99873 | recombinant PRMT1, activity-based probe fluorescence polarization | inhibition, % at 2.79 µM | hit rate 1.3% among 370,000 | AID 652257;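 active = inhibition above about 21% made by adding two undisclosed values, limit read from the data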
Target sequence (Q99873 whole entry, looked up): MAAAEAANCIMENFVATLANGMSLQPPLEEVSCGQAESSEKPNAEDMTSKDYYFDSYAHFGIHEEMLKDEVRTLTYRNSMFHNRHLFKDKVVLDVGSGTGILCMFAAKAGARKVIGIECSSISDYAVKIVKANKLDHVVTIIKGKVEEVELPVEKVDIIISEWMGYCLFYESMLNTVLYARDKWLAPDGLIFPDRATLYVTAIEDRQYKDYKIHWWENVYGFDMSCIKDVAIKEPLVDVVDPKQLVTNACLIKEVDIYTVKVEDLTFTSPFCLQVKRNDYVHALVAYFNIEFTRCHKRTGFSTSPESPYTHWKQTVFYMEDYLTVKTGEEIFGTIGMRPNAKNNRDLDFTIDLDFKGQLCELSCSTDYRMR
TCR-CD3 inh = blocks the human TCR-CD3 interaction; TAMRA-labeled TCR probe fluorescence, biochemical; inhibition, % at 9.4 µM; hit rate 0.37% among 360,000; AID 651800; in the data active = inhibition above about 19%;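 note: recombinant mutant TCR 2C K166C tagged with TAMRA read by polarization; 0% = receptor in buffer alone and 100% = receptor with positive control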
NPR1 activator = GC-A (human) enzyme activation | P16066 | HEK293 GC-A cells, cGMP TR-FRET, EC30 ANP; 0% at EC30 ANP, 100% saturating ANP | activation, % at 10 µM | hit rate 0.14% among 370,000 | AID 1671463; in the data active = activation above about 40%
UHRF1 MBD2 ctr = UHRF1 methyl-DNA binding inhibition. Q96T88. UHRF1 binding to methylated oligo, TR-FRET. inhibition, % at 4.4 µM. hit rate 0.75% among 370,000; in the data active = inhibition above about 21%;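 note: UHRF1 SRA domain binding a hemimethylated CpG hairpin DNA probe; 0% = median of test compound wells and 100% = reference inhibitor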
* hit, by the source's call; · = no result given.

The opening three compounds (preview)
SMILES	MBD2 DNA inh	rCAG RNA binder	HTRA1 inh	SIAE primary	NPR2 activator	mABHD4 FP	PRMT1 inh	TCR-CD3 inh	NPR1 activator	UHRF1 MBD2 ctr
COc1ccc(S(=O)(=O)N(CC(=O)NCc2ccco2)c2ccccc2)cc1OC	2.4	-4.9	3.6	2.2	0.6	-1.8	2.8	-4.5	0.6	3.6
Cc1cnc(NC(=O)CSC(=S)N2CCOCC2)s1	-5.5	-0.9	0.5	1.2	2.5	3.1	1.2	7.7	0.0	-4.4
O=C(Nc1ccncc1)c1cccc(S(=O)(=O)N2CCN(c3ccc(F)cc3)CC2)c1	-1.6	3.4	-21.1	-15.9	-11.8	-14.7	-3.2	0.4	-26.3	-0.8

Main list, previewed entries included:
SMILES	MBD2 DNA inh	rCAG RNA binder	HTRA1 inh	SIAE primary	NPR2 activator	mABHD4 FP	PRMT1 inh	TCR-CD3 inh	NPR1 activator	UHRF1 MBD2 ctr
COc1ccc(S(=O)(=O)N(CC(=O)NCc2ccco2)c2ccccc2)cc1OC	2.4	-4.9	3.6	2.2	0.6	-1.8	2.8	-4.5	0.6	3.6
Cc1cnc(NC(=O)CSC(=S)N2CCOCC2)s1	-5.5	-0.9	0.5	1.2	2.5	3.1	1.2	7.7	0.0	-4.4
O=C(Nc1ccncc1)c1cccc(S(=O)(=O)N2CCN(c3ccc(F)cc3)CC2)c1	-1.6	3.4	-21.1	-15.9	-11.8	-14.7	-3.2	0.4	-26.3	-0.8
Cn1nc(OCCOc2ccccc2)ccc1=O	2.3	0.7	1.2	1.3	-0.9	4.4	3.4	-2.7	-0.8	-0.7
CCCNC(=O)CSc1nc2ccccc2c(=O)n1CCC	1.9	1.6	2.2	-3.6	-1.7	1.6	3.9	5.2	-4.3	1.8
COc1cc(CN2CCC(C(=O)NC3CCCC3)CC2)ccc1O	2.6	-0.8	-0.9	1.7	5.8	9.3	-2.0	0.6	-1.9	2.9
CCc1cccc(C)c1NC(=S)N1CCCCC1c1cccnc1 (stereo not given)	-1.0	-1.3	9.4	5.1	3.2	-0.9	-0.4	-12.8	-2.1	-1.3
CC1CCCN(C(=O)CSc2ncccn2)C1 (stereo not given)	5.0	-0.1	1.8	5.7	-0.3	-2.6	2.5	-9.3	-5.2	0.9
Cc1cc(C(=O)O)c(C)o1	2.7	0.1	·	-2.8	-0.1	1.4	-0.8	·	-0.3	0.0
COc1ccc(S(=O)(=O)N2CCOCC2)cc1C(=O)Nc1cc(C)on1	3.2	0.3	-6.9	-0.3	5.1	5.0	-1.7	-3.5	-0.9	0.8
N#C/C(=C/c1ccc(Br)o1)C(N)=O	-8.8	0.2	2.1	-0.5	-0.8	0.4	-2.8	6.6	-3.7	-3.9
CC(=O)c1ccc(NC(=O)C(NC(=O)c2ccccc2)=C(C)C)cc1	2.3	-2.4	4.9	-2.0	3.6	-7.1	-3.0	1.4	-2.7	-1.6
COC(=O)CCc1n[nH]c(=O)[nH]c1=O	-1.4	3.4	3.9	2.6	-3.0	-2.2	0.8	-12.9	-0.2	5.0
Cc1cc(Cl)c(S(=O)(=O)N2CCSCC2)cc1OCC(N)=O	-3.2	-4.6	-0.2	-1.7	0.5	-0.7	-2.8	-0.7	1.4	-0.3
NC(=O)Cn1nnc(-c2ccc(C(F)(F)F)cc2)n1	0.6	2.3	5.8	7.9	5.3	-3.3	1.6	6.0	8.1	-0.6
CC(COc1ccc(Br)cc1)CN1CCC(C(O)(c2ccccc2)c2ccccc2)CC1 (stereo not given)	-1.4	5.8	·	-2.1	-3.2	11.6	-3.4	·	-15.1	0.1
CCN1CCN(CC(O)COC(c2ccccc2)c2ccccc2)CC1 (stereo not given)	6.1	-1.4	-1.4	5.7	-0.1	1.3	4.1	-5.4	2.4	2.7
COc1ccccc1N(Cc1ccccc1)S(=O)(=O)c1cccc(C(=O)O)c1	3.0	29.1	-4.5	-3.1	0.3	-14.9	4.5	-4.6	2.0	8.5
N#CCCN(Cc1ccccc1)C(=O)c1cccs1	0.0	-4.0	4.8	3.6	6.5	3.1	-4.1	-4.0	-1.1	0.7
Cc1cc(C)n(-c2nc3c(c(=O)[nH]c(=O)n3C)n2CC(O)c2ccccc2)n1 (stereo not given)	2.6	-3.9	-6.6	-4.5	-2.6	8.0	0.6	-1.1	-2.5	5.0
COCc1cc(C)nc(SCC[N+](C)(C)CC(=O)Nc2cccc(C)c2)c1C#N	-1.5	6.9	-1.5	8.8	-0.1	4.2	-7.0	0.2	1.8	-1.2
CC1=C(C(=O)Nc2ccccn2)C(c2ccc(N(C)C)cc2)n2ncnc2N1 (stereo not given)	1.1	-3.5	0.8	-1.0	-0.3	-4.9	1.6	-2.2	-0.4	5.4
C[C@H]1C(=O)N2[C@@H](C[C@]3(c4c[nH]c5ccccc45)c4ccccc4N(S(=O)(=O)c4ccccc4)[C@H]23)C(=O)N1C	3.8	·	·	-1.9	-5.9	10.1	-0.9	·	-6.3	2.4
CCCCOC(=O)c1ccc(NC(=O)C2CCCO2)cc1 (stereo not given)	-6.0	-4.0	-2.6	2.4	0.8	3.6	-0.9	-5.8	3.5	0.5
COC1(OC)N=C(N)C2(C#N)C(c3ccc(F)cc3)C12C#N (stereo not given)	-1.2	0.6	2.5	-2.3	-0.6	-2.4	-0.8	-4.0	-1.4	-5.4
O=C(c1ccccc1)C1Oc2ccccc2C2CC(c3cccs3)=NN12 (stereo not given)	-3.4	-3.3	-15.1	-3.0	-3.3	-11.7	2.4	8.3	-11.7	-3.1
Clc1ccccc1-c1nc2ccccc2c2nncn12	-3.2	-4.2	1.7	-6.1	2.7	-3.2	-0.6	10.3	-2.9	1.2
Cc1cccc2cc(/C=N/NC(=O)CN3CCOCC3)c(Cl)nc12	3.6	1.1	3.3	3.2	-2.1	8.8	-1.2	-1.7	5.2	-2.1
c1cncc(CSc2nnc(-c3cccnc3)n2Cc2ccco2)c1	0.4	2.2	·	6.9	1.6	9.6	-3.3	1.2	-4.6	2.4
CCN(CC)c1ccc(NC(=O)CCNC(=O)c2ccco2)cc1	-2.7	-2.8	0.5	-0.1	-4.5	3.4	-0.3	1.9	-2.5	0.4
Cc1ccc(NC(=O)N2CCC(C(N)=O)CC2)cc1	1.9	0.1	0.0	2.5	2.3	3.4	-0.3	1.5	-1.1	-0.2
O=C(CCc1ccccc1)N/N=C\C1CC=CCC1 (stereo not given)	0.0	-1.9	-4.4	6.6	2.6	-0.6	0.1	5.4	4.4	-1.8
CSc1ccccc1NC(=O)c1noc2c1CCC2	6.4	11.8	-0.4	5.1	-2.5	11.8	12.9	9.3	-4.4	11.2
CCOC(=O)[C@]12CCCC=C1N(CCCOC)C(=O)[C@@H]2CC(=O)NCc1cccc2ccccc12	-1.7	-0.6	·	-1.7	-3.1	-2.5	-1.2	·	-2.5	2.6
Cc1ccc(O)c(NC(=O)c2ccco2)c1	0.3	-0.6	4.7	2.2	2.2	4.7	0.1	-0.1	2.1	3.3
O=S(=O)(NNc1ccc(F)cc1F)c1cccc(Cl)c1	-1.0	6.9	-1.5	11.9	1.7	6.6	7.3	3.8	-0.2	-1.2
O=c1[nH]c2ccccc2nc1/C=C/c1ccc(O)cc1	-0.6	13.8	2.4	-3.4	-3.2	-7.2	-1.6	0.0	-6.5	-5.4
COc1ccc(OC)c(Cc2nnc(CCC(=O)NC3CCCCC3)o2)c1	-2.0	-3.6	-1.1	1.6	-4.6	1.2	0.0	-0.4	0.8	-2.7
Cc1ccc(C)c(S(=O)(=O)N2CCCCC2CCNC(=O)C(=O)NCc2ccccc2)c1 (stereo not given)	-1.3	-7.6	-14.1	-4.9	2.8	1.8	0.7	-0.6	-4.3	1.9
CC(C)(C)NC(=O)CSC(=Nc1cccc(F)c1)NC#N	0.2	16.5	-14.1	-9.6	3.3	-2.3	7.3	1.3	-1.6	-2.5
CC(OC(=O)c1ccc2c(c1)C(=O)N(Cc1ccncc1)C2=O)C(=O)Nc1cccc(Cl)c1Cl (stereo not given)	1.0	-0.3	1.3	-1.1	0.5	0.8	-1.1	0.7	-2.2	-1.0
Cc1ccccc1N(C(=O)c1snc(C(N)=O)c1N)C(C(=O)NC1CCCC1)c1ccco1 (stereo not given)	-1.2	2.5	-2.1	-2.0	-6.5	0.5	0.7	0.7	-4.7	-3.0
CS(=O)(=O)c1sc2nc(-c3ccccc3)cc(-c3ccccc3)c2c1N	1.5	14.3	-31.7	-11.6	-4.2	-7.4	9.8	-1.8	-9.8	0.3
Cc1cc(C)n2c(Br)c(CSc3nc4ccccc4o3)nc2n1	1.6	2.7	17.5	0.7	-2.2	1.7	9.0	4.8	3.5	-2.7
COCCN(Cc1ccccc1)C(=O)c1cccc(S(=O)(=O)N2CCCc3ccccc32)c1	0.3	-3.6	-10.5	-2.7	-5.3	3.6	-0.3	-3.8	-8.2	-0.3
Cc1ccc(NC(=O)CN(C)C(=O)CSc2nc3ccccc3o2)cc1	-1.4	-2.1	-2.2	2.2	4.3	0.9	2.1	0.9	0.2	1.8
CC1(C)CC(=O)c2cc3c(nc2C1)CC(C)(C)CC3=O	6.0	-2.4	-4.2	-2.5	-0.2	5.1	-0.4	-0.9	5.4	15.5
CCC1(C)Cc2ccccc2-c2nc(NCCO)[nH]c(=O)c21 (stereo not given)	3.9	0.0	-5.4	-4.6	5.5	-14.3	0.5	7.8	5.3	-0.4
COc1ccccc1NC(=O)CSc1nnc(-c2ccncc2)o1	2.3	-0.2	-1.1	1.6	5.2	4.2	-2.0	-0.9	2.6	-0.2
CN(C)S(=O)(=O)c1ccc(NC=O)cc1	1.9	1.4	-2.3	3.1	2.3	-2.8	0.4	5.9	1.2	2.7
CN(C(=O)c1cccc(NC(=O)Cc2ccc(NC(=O)C3CCCN(C(=O)C4CCC4)C3)cc2)c1)C1CCCCC1 (stereo not given)	2.1	7.1	-2.8	-1.2	-0.9	5.0	-0.7	3.9	5.3	0.6
O=c1cnc2ccccc2n1CC1CCCCC1	-1.4	-5.7	4.1	15.1	5.9	-1.7	-0.9	2.1	3.3	0.8
Oc1ccccc1	-4.9	-0.6	·	6.5	-0.9	-7.3	1.3	-3.5	-3.2	-1.1
COc1ccc(CC(N)c2csc(NC(=O)c3ccccc3OC)n2)cc1 (stereo not given)	3.0	12.7	·	-5.4	-5.8	-18.3	-2.5	-10.3	-3.8	0.5
COc1cccc(C(c2cccc(OC)c2)c2ccccc2C(=O)O)c1	4.5	10.1	3.7	8.3	4.9	-3.1	4.7	3.6	1.5	-0.3
CC1(C)CC(NS(=O)(=O)c2ccc(S(N)(=O)=O)cc2)CC(C)(C)N1	2.5	-1.4	3.1	4.9	1.9	1.6	-2.8	1.3	3.6	-1.5
N#Cc1c(N2CCN(C(=O)c3ccccc3)CC2)nc(-c2ccccc2)c2c1CCCC2	-5.6	1.2	-65.0	-2.9	4.2	-9.3	0.5	-1.3	6.1	-0.7
COc1cccc(C(O)c2nc(-c3cncnc3)cs2)c1 (stereo not given)	2.8	1.9	·	3.1	-3.5	-3.4	4.6	0.0	-3.9	1.6

An excerpt from above in order of molar mass, highest first:
SMILES	MBD2 DNA inh	rCAG RNA binder	HTRA1 inh	SIAE primary	NPR2 activator	mABHD4 FP	PRMT1 inh	TCR-CD3 inh	NPR1 activator	UHRF1 MBD2 ctr
N#Cc1c(N2CCN(C(=O)c3ccccc3)CC2)nc(-c2ccccc2)c2c1CCCC2	-5.6	1.2	-65.0	-2.9	4.2	-9.3	0.5	-1.3	6.1	-0.7
COc1ccc(CC(N)c2csc(NC(=O)c3ccccc3OC)n2)cc1 (stereo not given)	3.0	12.7	·	-5.4	-5.8	-18.3	-2.5	-10.3	-3.8	0.5
COc1ccccc1NC(=O)CSc1nnc(-c2ccncc2)o1	2.3	-0.2	-1.1	1.6	5.2	4.2	-2.0	-0.9	2.6	-0.2

These rows are one share of the data, so the mix of outcomes need not match the whole.
